ELG1 repair inh: inhibitors of ELG1-dependent DNA repair in HEK293T cells. HEK293T ELG1-luciferase reporter, luminescence, 16 h; DNA damage induced by 5-fluorouridine. 2.3% of 330,000 active. Potency, µM (titrated, usually from 46.1 µM), for the others: top-dose activity change, negative = inhibition, actives largely listed as inhibitors; note: potency is the fitted concentration of half-maximal effect; % is set by controls: 0 for no effect and ±100 for the full control effect; nearly all actives have a fitted effect of over 55% in size
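DMSO vehicle served as the neutral condition. Each well held 2,000 cells given 5-fluorouridine plus compound; after 16 hr at 37 °C/5% CO2, ONE-Glo was added and luciferase measured 30 min later.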
ELG1 genotox: inducers of genotoxicity in HEK293T ELG1-luciferase cells; 1.3% of 330,000 active; Potency, µM (top dose mostly 46 µM), without a hit: at the highest dose activity change, positive = activation, actives largely listed as activators; HEK293T ELG1-luciferase reporter, luminescence, 16 h; note: potency is the fitted concentration of half-maximal effect; % of control where 0% means no effect; nearly all actives have a fitted effect of over 60% in size
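Screening used a luciferase reporter fused to human ELG1 in HEK293T cells. Luminescence was read on a CCD plate imager after 16 hr exposure and 30 min ONE-Glo incubation.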
FLuc modulator: firefly luciferase modulation, counter-screen for miR-21 project | purified FLuc, Km substrates, luminescence inhibition | 6.9% of 360,000 active | Potency, µM (highest dose often 57.5 µM), for inactives: top-dose activity change, negative = inhibition, hits mostly inhibitors | P08659;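 note: potency is the fitted concentration of half-maximal effect; plate controls were vehicle for no effect and reference inhibitor for full effect; nearly all actives have a fitted effect of over 55% in size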
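Purified P. pyralis luciferase (10nM final) with 10uM D-luciferin and 10uM ATP (Km levels) in 50mM Tris acetate pH 7.5, 10mM Mg acetate, 0.01% Tween-20, 0.05% BSA; qHTS 6-point titration, ~60 µM downward; luminescence read.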
Tb PFK inh: T. brucei PFK enzyme inhibition. T. brucei PFK, ADP-Glo luminescence. AID 485367. 0.17% of 330,000 active. Potency, µM (doses to about 57.5 µM), inactives show at the top dose activity, negative = inhibition, hits mostly inhibitors. O15648;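 note: potency is the fitted concentration of half-maximal effect; 0% = uninhibited 1x PFK enzyme wells and -100% = no-enzyme wells; nearly all actives have a fitted effect of over 60% in size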
Target sequence (O15648 whole entry, looked up): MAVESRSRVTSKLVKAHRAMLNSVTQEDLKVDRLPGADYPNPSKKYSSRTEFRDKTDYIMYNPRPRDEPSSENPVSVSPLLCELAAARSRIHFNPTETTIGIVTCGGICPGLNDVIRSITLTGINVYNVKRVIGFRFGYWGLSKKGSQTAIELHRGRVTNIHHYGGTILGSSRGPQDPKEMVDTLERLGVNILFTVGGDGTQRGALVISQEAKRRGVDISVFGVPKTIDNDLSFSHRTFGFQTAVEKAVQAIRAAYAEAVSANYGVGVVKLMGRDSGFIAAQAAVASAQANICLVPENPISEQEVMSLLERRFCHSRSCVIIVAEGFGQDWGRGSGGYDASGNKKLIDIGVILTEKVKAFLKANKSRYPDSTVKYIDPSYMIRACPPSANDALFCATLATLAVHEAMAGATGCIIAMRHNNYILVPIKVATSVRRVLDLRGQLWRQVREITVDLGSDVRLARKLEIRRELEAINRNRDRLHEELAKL
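Compounds were pin-transferred as a titration series up to 57 uM into substrate buffer (0.5 mM F6P, 0.1 mM ATP, pH 8.0), then 1.25 nM PFK was added and reactions ran 45 min before ADP-Glo detection.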
p53 reactivator: re-activators of mutant p53 | H1299 p53-A138V BP100-luciferase reporter, luminescence, 24 h | Potency, µM (titrated, usually from 92.2 µM), inactives show at the top dose activity change, positive = activation, usual class: activators | 0.063% of 320,000 active; note: potency is the fitted concentration of half-maximal effect; % of control where 0% means no effect; nearly all actives have a fitted effect of over 45% in size
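H1299 (p53-null), stable ts p53-A138V + BP100-Luc; 1000 cells/well, Opti-MEM/10% FBS; cpd 4 pt, 1:5; 24 h, 37 deg C, 5% CO2; detection reagent 10 min RT; luminescence.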
VP16 counter: Gal4-VP16 reporter inhibition counter-screen; Drosophila S2 Gal4-VP16 UAS-luciferase, luminescence, 20 h; Potency, µM (top dose mostly 53.6 µM), without a hit: top-dose activity, negative = inhibition, usual class: inhibitors; 3.5% of 310,000 active;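 note: Gal4-VP16 expression switched on by copper sulfate through the metallothionein promoter; potency is the fitted concentration of half-maximal effect; % is set by controls: 0 for no effect and ±100 for the full control effect; nearly all actives have a fitted effect of over 50% in size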
RORgamma inh: inhibitors of mouse ROR gamma transcriptional activity; P51450; Drosophila S2 Gal4-RORgamma UAS-luciferase reporter, 20 h; Potency, µM (highest dose often 53.6 µM), inactives show at the highest dose activity change, negative = inhibition, usual class: inhibitors; 5.4% of 310,000 active; AID 2551; note: potency is the fitted concentration of half-maximal effect; % is set by controls: 0 for no effect and ±100 for the full control effect; nearly all actives have a fitted effect of over 60% in size
Target sequence (P51450 whole entry, looked up, the tested form may be a part): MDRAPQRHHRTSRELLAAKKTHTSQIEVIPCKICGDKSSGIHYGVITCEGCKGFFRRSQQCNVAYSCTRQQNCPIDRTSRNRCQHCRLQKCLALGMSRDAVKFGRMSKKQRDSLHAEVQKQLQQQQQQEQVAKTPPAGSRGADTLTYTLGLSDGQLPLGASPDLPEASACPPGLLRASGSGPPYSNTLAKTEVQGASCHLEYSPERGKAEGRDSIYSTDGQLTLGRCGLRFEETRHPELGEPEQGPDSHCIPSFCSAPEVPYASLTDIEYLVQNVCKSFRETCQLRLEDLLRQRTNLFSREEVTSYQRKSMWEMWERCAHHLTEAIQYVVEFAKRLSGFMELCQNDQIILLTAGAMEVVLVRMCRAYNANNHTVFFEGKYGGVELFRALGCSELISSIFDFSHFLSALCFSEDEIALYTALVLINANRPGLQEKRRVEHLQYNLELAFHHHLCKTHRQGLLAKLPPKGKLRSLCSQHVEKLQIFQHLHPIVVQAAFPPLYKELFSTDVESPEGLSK
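Stably transfected Drosophila Schneider cells are the test system, with ROR gamma fused to Gal4 and luciferase under UAS control; luminescence is read after 20 hr of 700 uM copper sulfate induction at ambient temperature.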
TRPV1 agonist: activates the human vanilloid receptor TRPV1. Q8NER1. TRPV1-expressing cells, Fluo-8 calcium influx, agonist mode. activation, % at 8.33 µM. 0.19% of 320,000 active; in the data active = activation above about 80%; inconclusive = between about 30% and that limit; note: 0% is about no effect
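Fluo-8 calcium influx in TRPV1-expressing cells, kinetic read (ex 480/em 520 nm). Compound added and read 3 min for agonist activity, followed by capsaicin at EC20 final and 2 min further read for enhancement.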
BRCA1 expr act: BRCA1 expression activation. MCF7-BRCA1-FFLuc reporter, luminescence, 48 h; response scale: scaled: vehicle 0%, 10 µM genistein 100%. Potency, µM (highest dose often 46.1 µM), for inactives: at the highest dose activation, most hits filed as activators. 1.1% of 380,000 active. AID 624202; note: potency is the fitted concentration of half-maximal effect; nearly all actives have a fitted effect of over 80% in size; some results filed as inactive show a strong effect at the top dose
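MCF7-BRCA1-FFLuc, 2000 cells/well; 2 h attach, 37 °C/5% CO2; compound 48 h; luciferase substrate 15 min; luminescence end-point. Norm. to genistein 10 microM max activation and DMSO; concentration-response curves fitted.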
NPC1 prom act: activates the NPC1 promoter; Huh7 NPC1 promoter luciferase reporter, 24 h; Potency, µM (top dose mostly 9.22 µM), inactives show top-dose activation, hits mostly activators; 2.4% of 320,000 active; AID 485313;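 note: potency is the fitted concentration of half-maximal effect; % of control where 0% means no effect; nearly all actives have a fitted effect of over 60% in size; reporter is driven by a mutant NPC1 promoter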
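Luciferase expression driven by the NPC1 promoter was measured in stably transfected Huh7 cells after a 24 h compound incubation, using a luciferase reagent and a luminescence read.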
Rab9 prom act: activates the Rab9 promoter | Potency, µM (doses to about 9.22 µM), for inactives: top-dose activation, negative = inhibition, most hits filed as activators | Huh7 Rab9 promoter-luciferase reporter, luminescence, 24 h | 2.8% of 320,000 active; note: potency is the fitted concentration of half-maximal effect; % of control where 0% means no effect; nearly all actives have a fitted effect of over 60% in size
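Huh7 reporter line, Rab9 promoter upstream of luciferase. Compound exposure 24 h at 37 °C in reduced-serum medium with 10% FBS. Read-out: luminescence.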
The depositor's hits bear a star; ? = inconclusive; . = no result given; & = joins results of further samples; [ ] = another dose, or the depositor's remark. Unless noted, calls come from the whole dose curve; as a rule, active = well fitted curve in the direction sought with a large enough effect; inconclusive = small, poorly fitted or top-dose-only effect, or another doubt; inactive = no such curve, though single readings can be large; an effect the other way counts as inactive or inconclusive.

SMILES,ELG1 repair inh,ELG1 genotox,FLuc modulator,Tb PFK inh,p53 reactivator,VP16 counter,RORgamma inh,TRPV1 agonist,BRCA1 expr act,NPC1 prom act,Rab9 prom act
Cc1cc(C)cc(NC(=O)CCCSc2nc3ccccc3[nH]2)c1,-13%,-3%,-16%,-1%,1%,-4%,-2%,?,-30%,-7%,2%
CCC(=NCc1ccc(Cl)c(Cl)c1)c1nc(-c2ccco2)oc1O,?,0%,-3%,-25%,-14%,-24%,?,2,-29%,-1%,-4%
CCN(C(=O)CN1C(=O)/C(=C/c2ccccc2F)SC1=S)C1CCS(=O)(=O)C1 (stereo not given),-23%,-7%,?,-4%,17%,-10%,10µM*,2,0%,-7%,-5%
O=C(NCc1ccco1)/C(=C\c1cccc([N+](=O)[O-])c1)NC(=O)c1ccco1,0%,3%,2%,-1%,-5%,6%,0%,1,8%,-3%,0%
COc1ccccc1C1C(C(C)=O)=C(O)C(=O)N1c1ccc(O)cc1 (stereo not given),-4%,0%,-1%,0%,.,3%,-5%,6,11%,4%,6%
CCN(CC)S(=O)(=O)c1ccc2[nH]c(=O)cc(C(=O)NCC(c3ccco3)N3CCCC3)c2c1 (stereo not given),3%,-2%,0%,1%,3%,.,.,0,-6%,3%,1%
COc1cc(OC)cc(C(=O)N2CCN(Cc3cccc(F)c3)CC2)c1,-5%,-4%,1%,-4%,-6%,2%,-1%,.,5%,-3%,-1%
Nc1nnn(CC(=O)N/N=C/c2ccccc2Cl)n1,11%,4%,-18%,4%,-1%,1%,-24%,0,43%,-2%,1%

The list goes on.
SMILES,ELG1 repair inh,ELG1 genotox,FLuc modulator,Tb PFK inh,p53 reactivator,VP16 counter,RORgamma inh,TRPV1 agonist,BRCA1 expr act,NPC1 prom act,Rab9 prom act
COc1ccc(N(C(=O)CNC(=O)c2ccco2)C(C(=O)NC2CCCC2)c2ccco2)cc1 (stereo not given),-6%,2%,0%,4%,-1%,13%,-1%,3,-24%,0%,0%
O=C(Cc1cccc(C(F)(F)F)c1)N1CCCC1,-1%,2%,0%,5%,5%,0%,-15%,4,1%,-2%,0%
CCN(C(=O)CSc1nnc(-c2ccccc2Br)o1)C1CCS(=O)(=O)C1 (stereo not given),5%,-1%,-3%,3%,-6%,0%,19%,0,3%,2%,-3%
CCCCn1c(NCc2ccncc2)nc2ccccc21,18%,3%,-1%,-1%,0%,-4%,7%,-6,10%,-1%,-8%
COc1ccccc1-n1cnnc1SCC(=O)NC1CCCC1,6%,2%,1%,0%,-4%,.,.,-1,9%,0%,9%
Cc1cccc(-c2c(NC(=O)c3ccco3)oc3ccc(Cl)cc3c2=O)c1,-3%,-2%,2%,12%,7%,0%,-1%,9,-1%,0%,-8%
CN1CCC=C(C(=O)N2c3ccccc3Sc3ccc(Cl)cc32)C1,29%,-1%,5%,-13%,-1%,0%,-10%,4,-18%,-5%,-1%
CCc1ccc(-c2cc(C)no2)cc1S(=O)(=O)Nc1cccc(CN2CCCC2)c1,28%,0%,0%,-9%,1%,1%,-10%,2,-22%,1%,0%

Continuation:
SMILES,ELG1 repair inh,ELG1 genotox,FLuc modulator,Tb PFK inh,p53 reactivator,VP16 counter,RORgamma inh,TRPV1 agonist,BRCA1 expr act,NPC1 prom act,Rab9 prom act
CCOc1ccc2oc(C(=O)NCC(c3ccco3)N(C)C)c(C)c2c1 (stereo not given),-13%,1%,-15%,-3%,4%,.,.,-4,-5%,2%,-6%
O=C(Cn1c(=O)n(-c2cccc(Cl)c2)c(=O)n1CC(=O)N1CCCCC1)N1CCCCC1,3%,3%,6%,3%,1%,1%,4%,-12,-1%,-1%,-1%
O=C(CCNS(=O)(=O)c1ccc(OC(F)(F)F)cc1)NC1CC1,5%,-2%,.,-1%,5%,.,.,.,2%,.,.
Cc1ccc(C(=O)N2CCN(c3ccc(NC(=O)c4ccc5c(c4)OCCO5)cc3)CC2)cc1,?,-25%,?,-5%,-18%,-7%,22%,3,11%,-18%,-25%
Cc1cc(C)n(-c2ccc(C(=O)OCC(=O)c3c(N)n(C)c(=O)n(C)c3=O)cc2)n1,?,-9%,-2%,5%,-5%,-3%,1%,2,3%,2%,-5%
CC1(C)C(=O)Nc2ccccc2N1C(=O)c1ccc([N+](=O)[O-])cc1,-7%,-3%,-4%,-1%,-7%,4%,25%,?,-29%,2%,5%
Cc1cccc(N(Cc2ccccc2)C(=O)c2ccc(CS(C)(=O)=O)cc2)c1,0%,-1%,2%,1%,-9%,1%,21%,-1,-13%,1%,-1%
Cc1ccc(NC(=O)Cn2cnc3c(nnn3Cc3ccc(F)cc3)c2=O)cc1,-2%,15%,1%,3%,-1%,2%,-4%,1,10%,-1%,0%

Part of the list above, reduced to p53 reactivator, Tb PFK inh and VP16 counter:
molecule | p53 reactivator | Tb PFK inh | VP16 counter
Cc1ccc(C(=O)N2CCN(c3ccc(NC(=O)c4ccc5c(c4)OCCO5)cc3)CC2)cc1 | -18% | -5% | -7%
Cc1cc(C)n(-c2ccc(C(=O)OCC(=O)c3c(N)n(C)c(=O)n(C)c3=O)cc2)n1 | -5% | 5% | -3%

(cont.)
SMILES,ELG1 repair inh,ELG1 genotox,FLuc modulator,Tb PFK inh,p53 reactivator,VP16 counter,RORgamma inh,TRPV1 agonist,BRCA1 expr act,NPC1 prom act,Rab9 prom act
O=C(Cc1ccccc1)Nc1ccc2c(c1)C(=O)N(CC1CCCO1)C2=O (stereo not given),8%,0%,?,-5%,0%,9%,11%,28,3%,-3%,6%
Cc1ccc(C(=O)OCC(=O)NCc2cccs2)cc1S(=O)(=O)N1CCOCC1,?,3%,6%,2%,0%,2%,20%,?,0%,-4%,4%
CCCn1c2c(c(O)c(C(=O)Nc3ccc(OC)cc3)c1=O)CCCC2,-5%,0%,-1%,3%,3%,-3%,7%,0,-18%,1%,-7%
CCCCc1nnc(NC(=O)CCN2C(=O)C3CC=CCC3C2=O)s1 (stereo not given),-4%,-1%,10%,0%,6%,.,.,4,-4%,0%,22%
Cc1cc2c(cc1C)C(c1cccc(F)c1)CC(=O)N2 (stereo not given),-2%,2%,5%,6%,.,-22%,-11%,?,-44%,-4%,0%
COc1ccc(C(=O)Nc2ccc(S(=O)(=O)N3CCOCC3)cc2)cc1[N+](=O)[O-],-12%,0%,0%,2%,.,4%,36%,2,-19%,-6%,-1%
COc1cccc(-c2cc(C(F)(F)F)nc(-n3ccc([N+](=O)[O-])n3)n2)c1,-6%,4%,-2%,-1%,-1%,-11%,1%,1,-17%,-1%,5%
O=C(c1ccco1)N1CCC(c2nc3ccccc3[nH]2)CC1,3%,2%,2%,-8%,-10%,.,.,3,-23%,2%,-1%

Next records
SMILES,ELG1 repair inh,ELG1 genotox,FLuc modulator,Tb PFK inh,p53 reactivator,VP16 counter,RORgamma inh,TRPV1 agonist,BRCA1 expr act,NPC1 prom act,Rab9 prom act
O=C(NCCc1ccccc1)C1CCC(CNS(=O)(=O)c2ccccc2)CC1 (stereo not given),0%,10%,-3%&0%,0%,-13%,-11%,-17%,4,0%,-5%,0%
COc1ccc(S(=O)(=O)NCC(=O)N(CC(=O)NCC2CCCO2)c2cc(C)ccc2C)cc1 (stereo not given),0%,0%,0%,-2%,-6%,-9%,33%,2,-11%,1%,5%
O=C(NNC(=O)c1ccc(Oc2cc(Cl)cc(Cl)c2)o1)c1ccccc1,?,1%,-2%,0%,-2%,?,-30%,.,-42%,-3%,0%
CCCC(=O)Nc1cc(Cl)ccc1N1CCN(C(=O)CC)CC1,-7%,-9%,-3%[2.3 µM],0%,-4%,8%,-1%,8,-4%,-3%,-1%
CCN(CC(=O)Nc1c(F)cccc1F)C(=O)CCc1c[nH]c2ccccc12,-8%,-4%,-1%,-3%,-3%,-15%,5%,1,3%,-3%,2%
O=C(CCCN1C(=O)c2ccccc2C1=O)NC1=NCCS1,8%,-1%,4%,2%,-4%,1%,-5%,1,14%,5%,0%
COC(=O)c1[nH]c2ccc(C)cc2c1NC(=O)C(C)N1CCN(C2CCCCC2)CC1 (stereo not given),-15%,-1%,3%,-3%,5%,-3%,-21%,-1,-21%,-3%,4%
Cc1cccc2c1NC(=O)C2(O)N1CCCC(C)C1 (stereo not given),8%,1%,0%,1%,.,22%,28%[1.91 µM],-1,19%,-4%,6%
CSC1=NCCN1C(=O)c1ccc(S(=O)(=O)N(C)C)cc1,6%,5%,6%,2%,7%,-8%,-29%,-1,-7%,-5%,-3%
